VP16 counter – VP16 counterscreen qHTS for inhibitors of ROR gamma transcriptional activity; Drosophila S2 Gal4-VP16 UAS-luciferase, luminescence, 20 h; AID 2546, 2010; Potency, µM (top dose mostly 53.6 µM), without a hit: top-dose activity, negative = inhibition, usual class: inhibitors; hit rate 3.5% among 310,000;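 also: Gal4-VP16 expression switched on by copper sulfate through the metallothionein promoter; potency is read from the fitted curve at half-maximal effect; % is scaled to controls: 0 for no effect and ±100 for the full control effect; nearly all actives have a fitted effect of over 50% in size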
ELG1 genotoxic – qHTS screen for small molecules that induce genotoxicity in human embryonic kidney (HEK293T) cells expressing luciferase-tagged ELG1; HEK293T ELG1-luciferase reporter, luminescence, 16 h; Potency, µM (series often up to 46 µM), inactives show top-dose activity change, positive = activation, hits mostly activators; hit rate 1.3% among 330,000; also: potency is read from the fitted curve at half-maximal effect; % of control where 0% means no effect; nearly all actives have a fitted effect of over 60% in size
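Cells (2,000/well) expressing the ELG1-luciferase fusion are dosed by pin tool and kept 16 hr at 37 °C, 5% CO2. Signal comes from ONE-Glo luciferase reagent after 30 min at room temperature.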
Tb PFK block – qHTS Assay to Find Inhibitors of T. brucei phosphofructokinase. hit rate 0.17% among 330,000. ATP-dependent 6-phosphofructokinase (Trypanosoma brucei brucei), O15648. T. brucei PFK, ADP-Glo luminescence. Potency, µM (top dose mostly 57.5 µM), for the others: at the highest dose activity, negative = inhibition, hits mostly inhibitors. AID 485367, 2010;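 also: potency is read from the fitted curve at half-maximal effect; 0% = uninhibited 1x PFK enzyme wells and -100% = no-enzyme wells; nearly all actives have a fitted effect of over 60% in size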
Target sequence (O15648 whole entry, looked up): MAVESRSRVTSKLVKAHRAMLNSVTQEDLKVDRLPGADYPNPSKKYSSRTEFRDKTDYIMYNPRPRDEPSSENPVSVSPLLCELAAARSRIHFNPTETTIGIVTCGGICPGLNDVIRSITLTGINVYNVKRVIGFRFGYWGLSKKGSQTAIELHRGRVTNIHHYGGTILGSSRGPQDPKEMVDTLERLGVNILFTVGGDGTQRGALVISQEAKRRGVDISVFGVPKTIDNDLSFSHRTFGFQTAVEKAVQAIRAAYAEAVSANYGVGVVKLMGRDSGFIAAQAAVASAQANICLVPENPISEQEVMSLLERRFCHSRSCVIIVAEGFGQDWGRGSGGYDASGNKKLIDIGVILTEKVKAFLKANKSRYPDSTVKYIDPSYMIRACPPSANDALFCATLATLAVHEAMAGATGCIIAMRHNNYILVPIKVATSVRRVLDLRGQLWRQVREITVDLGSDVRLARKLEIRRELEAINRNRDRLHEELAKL
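1.25 nM PFK with 0.5 mM F6P and 0.1 mM ATP in 0.1 M TEA pH 8.0, 5 mM MgCl2, incubated 45 min at room temperature; ADP measured by ADP-Glo luminescence; compounds titrated up to 57 uM.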
TRPV1 ag – HTS Assay for Compounds that Act as Agonists of the Vanilloid Receptor 1; activation, % at 8.33 µM; TRPV1-expressing cells, Fluo-8 calcium influx, agonist mode; hit rate 0.19% among 320,000; in the data active = activation above about 80%; inconclusive = between about 30% and that limit; also: 0% is about no effect
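TRPV1-expressing cells were cultured overnight at 35.5C and loaded with Fluo-8 calcium dye for 40 to 90 min at room temperature. After a 10 s baseline, compound was added and calcium influx was read kinetically for 3 min (ex 480/em 520 nm).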
BRCA1 expr up – qHTS Assay to Identify Small Molecule Activators of BRCA1 Expression; MCF7-BRCA1-FFLuc reporter, luminescence, 48 h; response scale: scaled: vehicle 0%, 10 µM genistein 100%; Potency, µM (top dose mostly 46.1 µM), without a hit: at the top dose activation, actives largely listed as activators; hit rate 1.1% among 380,000; AID 624202, 2012; also: potency is read from the fitted curve at half-maximal effect; nearly all actives have a fitted effect of over 80% in size; some results filed as inactive show a strong effect at the top dose
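Luminescence from a BRCA1-driven firefly luciferase in MCF7 cells was read after 48 h compound exposure at 37 C. Data normalized against DMSO and a 10microM genistein activation control, then curve-fitted across the titration.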
p53 reactivation – qHTS assay for re-activators of p53 using a Luc reporter; Potency, µM (series often up to 92.2 µM), without a hit: at the top dose activity change, positive = activation, actives largely listed as activators; AID 504706, 2011; H1299 p53-A138V BP100-luciferase reporter, luminescence, 24 h; hit rate 0.063% among 320,000; also: potency is read from the fitted curve at half-maximal effect; % of control where 0% means no effect; nearly all actives have a fitted effect of over 45% in size
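H1299 (p53-null), stable ts p53-A138V + BP100-Luc; 1000 cells/well, Opti-MEM/10% FBS; cpd 4 pt, 1:5; 24 h, 37 deg C, 5% CO2; detection reagent 10 min RT; luminescence.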
ELG1 DNA repair – qHTS screen for small molecules that inhibit ELG1-dependent DNA repair in human embryonic kidney (HEK293T) cells expressing luciferase-tagged ELG1; Potency, µM (top dose mostly 46.1 µM), inactives show at the highest dose activity change, negative = inhibition, usual class: inhibitors; HEK293T ELG1-luciferase reporter, luminescence, 16 h; DNA damage induced by 5-fluorouridine; hit rate 2.3% among 330,000; also: potency is read from the fitted curve at half-maximal effect; % is scaled to controls: 0 for no effect and ±100 for the full control effect; nearly all actives have a fitted effect of over 55% in size
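Step one: seed 2,000 cells per well. Step two: pin-transfer compound or DMSO alongside 5-fluorouridine. Step three: incubate 16 hr, 37 °C, 5% CO2. Step four: add ONE-Glo, wait 30 min, read luminescence.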
FLuc counter – qHTS profiling assay for firefly luciferase inhibitor/activator using purifed enzyme and Km concentrations of substrates (counterscreen for miR-21 project); hit rate 6.9% among 360,000; AID 588342, 2011; Luciferin 4-monooxygenase (Photinus pyralis), P08659; purified FLuc, Km substrates, luminescence inhibition; Potency, µM (titrated, usually from 57.5 µM), for inactives: top-dose activity change, negative = inhibition, hits mostly inhibitors;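 also: potency is read from the fitted curve at half-maximal effect; plate controls were vehicle for no effect and reference inhibitor for full effect; nearly all actives have a fitted effect of over 55% in size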
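Purified P. pyralis luciferase, 10 nM final, with Km-level 10 uM D-luciferin and 10 uM ATP in 50 mM Tris acetate pH 7.5, 10 mM Mg acetate, 0.01% Tween-20, 0.05% BSA; 6-point qHTS titration about 60 µM downward; luminescence read.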
NPC1 promoter act – qHTS Assay for NPC1 Promoter Activators; Potency, µM (series often up to 9.22 µM), without a hit: at the top dose activation, most hits filed as activators; hit rate 2.4% among 320,000; AID 485313, 2010; Huh7 NPC1 promoter luciferase reporter, 24 h;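 also: potency is read from the fitted curve at half-maximal effect; % of control where 0% means no effect; nearly all actives have a fitted effect of over 60% in size; reporter is driven by a mutant NPC1 promoter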
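Luciferase expression driven by the NPC1 promoter was measured in stably transfected Huh7 cells after a 24 h compound incubation, using a luciferase reagent and a luminescence read.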
Rab9 prom act – qHTS Assay for Rab9 Promoter Activators. Potency, µM (top dose mostly 9.22 µM), for the others: at the top dose activation, negative = inhibition, usual class: activators. hit rate 2.8% among 320,000. AID 485297, 2010. Huh7 Rab9 promoter-luciferase reporter, luminescence, 24 h; also: potency is read from the fitted curve at half-maximal effect; % of control where 0% means no effect; nearly all actives have a fitted effect of over 60% in size
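Using Huh7 cells stably transfected with Rab9 promoter–luciferase, compounds were incubated 24 h at 37 °C, 5% CO2; luciferase luminescence was read 10 min after reagent addition.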
RORgamma inh – qHTS for inhibitors of ROR gamma transcriptional activity; hit rate 5.4% among 310,000; AID 2551, 2010; Drosophila S2 Gal4-RORgamma UAS-luciferase reporter, 20 h; Potency, µM (highest dose often 53.6 µM), for inactives: at the top dose activity change, negative = inhibition, actives largely listed as inhibitors; also: potency is read from the fitted curve at half-maximal effect; % is scaled to controls: 0 for no effect and ±100 for the full control effect; nearly all actives have a fitted effect of over 60% in size
Target sequence (P51450 whole entry, looked up, the tested form may be a part): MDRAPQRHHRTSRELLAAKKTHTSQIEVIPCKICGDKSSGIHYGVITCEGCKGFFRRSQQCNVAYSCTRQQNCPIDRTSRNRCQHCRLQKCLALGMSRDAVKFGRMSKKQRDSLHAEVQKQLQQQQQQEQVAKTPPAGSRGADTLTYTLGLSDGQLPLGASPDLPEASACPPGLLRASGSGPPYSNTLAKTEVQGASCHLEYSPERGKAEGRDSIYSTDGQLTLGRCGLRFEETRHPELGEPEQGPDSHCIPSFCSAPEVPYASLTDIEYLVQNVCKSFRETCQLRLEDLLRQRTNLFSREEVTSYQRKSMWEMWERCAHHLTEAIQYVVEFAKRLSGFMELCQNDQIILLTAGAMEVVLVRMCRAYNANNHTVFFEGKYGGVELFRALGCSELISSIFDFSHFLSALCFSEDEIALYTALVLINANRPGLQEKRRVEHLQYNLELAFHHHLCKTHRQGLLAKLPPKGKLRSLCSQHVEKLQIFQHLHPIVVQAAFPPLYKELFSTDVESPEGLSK
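In this cell-based reporter format, copper sulfate (700 uM final) drives Gal4–ROR gamma fusion expression from a metallothionein promoter in Drosophila Schneider cells; compounds preincubated 1 hr, reporter read after 20 hr at ambient temperature.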
Active calls of the source: *; ? = inconclusive; · = no result given; & = joins results of further samples; [ ] = another dose, or the depositor's remark. Unless noted, calls follow the shape of the dose curve; as a rule, active = well fitted curve in the direction sought with a large enough effect; inconclusive = small, poorly fitted or top-dose-only effect, or another doubt; inactive = no such curve, though single readings can be large; an effect the other way counts as inactive or inconclusive.

mol,Tb PFK block,VP16 counter,RORgamma inh,Rab9 prom act,p53 reactivation,BRCA1 expr up,NPC1 promoter act,ELG1 DNA repair,ELG1 genotoxic,TRPV1 ag,FLuc counter
CCC(=O)N(NC1=NS(=O)(=O)c2ccccc21)S(=O)(=O)c1ccc(C)cc1,-14%,8%,-24%,-10%,1%,0%,2%,18%,0%,-7,-6%
OCC[C@@H]1C[C@@H](O)[C@H](O)[C@@]2(CCc3ccccc3O2)O1,1%,-9%,-1%,4%,·,-1%,-6%,16%,5%,1,7%
Cc1ccc(OCc2nnc(SCCN3CCOCC3)n2C)cc1,5%,0%,6%,4%,4%,-1%,0%,2%,-3%,0,1%
O=C(NNC(=O)c1cnccn1)c1cccc([N+](=O)[O-])c1,-8%,-10%,-23%,-4%,-10%,0%,3%,-3%,3%,2,-8%
CCc1nc(SCC(=O)Nc2ccccc2OC)n[nH]1,8%,10%,20%,-7%,2%,30%,0%,1%,-2%,1,-1%
O=C(c1cccs1)N1CCN(S(=O)(=O)c2cccc(Cl)c2Cl)CC1,6%,·,·,2%,-5%,-8%,-2%,-6%,-4%,10,-2%
COc1cccc(-c2nc(CS(=O)(=O)CC(=O)NCCN3CCOCC3)c(C)o2)c1,0%,-4%,-15%,2%,4%,13%,-4%,-1%,-1%,-9,-3%
CC(C)c1nc(SCC(=O)c2c[nH]c3ccccc23)n[nH]1,0%,-10%,4%,1%,-1%,-9%,-1%,-8%,-7%,0,-16%
CC(=O)c1c(C)[nH]c(C(=O)COc2ccc(C#N)cc2)c1C,2%,-8%,1%,-4%,1%,-23%,-2%,-16%,-3%,4,-5%
O=C(c1cccc(S(=O)(=O)N2CCCC2)c1)c1nnc(-c2ccncc2)o1,-2%,4%,8%,0%,-3%,-44%,-2%,?,-6%,-1,0%

The listing continues.
mol,Tb PFK block,VP16 counter,RORgamma inh,Rab9 prom act,p53 reactivation,BRCA1 expr up,NPC1 promoter act,ELG1 DNA repair,ELG1 genotoxic,TRPV1 ag,FLuc counter
COc1cccc(-c2noc(-c3ccoc3C)n2)c1,2%,0%,9%,2.5µM*,?,2%,?,?,?,4,6.7µM*
C/C(=N\Nc1cc(N2CCOCC2)ncn1)c1cccc([N+](=O)[O-])c1,-14%,2%,-7%,21%,-1%,-5%,18%,-13%,1%,0,-18%
CCOc1cc(N2CCOCC2)c(OCC)cc1NC(=O)CSc1ncccn1,3%,-2%,-26%,0%,-1%,-9%,-3%,?,-7%,-1,0%
O=C(NC1CCCCC1)c1ccc([N+](=O)[O-])o1,-17%,-3%,-18%,9%,-15%,-78%,7%,?,-3%,3,2%
C=CCNC(=O)c1cc(Cl)ccc1Cl,0%,-8%,-10%,-7%,-4%,12%,0%,-4%,-1%,4,-1%
O=C(Cn1c(=O)[nH]c2ccccc2c1=O)Nc1ccc2c(c1)OCO2,-2%,-11%,21%,10%,0%,25%,0%,6%,7%,-1,-19%
O=C(CSc1nnc(Nc2ccccc2)s1)NC1CCCC1,2%,·,·,·,2%,-20%,·,14%,-1%,·,·
CCc1ccc(N(CC(=O)NC(C)C)C(=O)CCC(=O)Nc2nccs2)cc1,-3%,3%,15%,-4%[1.84 µM],-2%,12%,0%,12%,4%,-1,0%
Cc1ccc(Cc2cnc(N)s2)o1,-2%,6%,-32%,7%,11%,2%,-3%,?,1%,-3,4%
C1=CCN(Cc2ccccc2)C1,1%,-1%,-3%,-1%,·,6%,2%,18%,2%,0,6%

(cont.)
mol,Tb PFK block,VP16 counter,RORgamma inh,Rab9 prom act,p53 reactivation,BRCA1 expr up,NPC1 promoter act,ELG1 DNA repair,ELG1 genotoxic,TRPV1 ag,FLuc counter
O=C(Nc1cccc2nsnc12)c1ccc2c(c1)OCO2,1%,8%,30%,?,?,47%,?,?,9%,16,17µM*
Cc1cccc(N2C(=O)CC(Sc3nnc(C)s3)C2=O)c1 (stereo not given),19%,?,?,1%,-39%[inhibitor],-1%,-3%,11%,0%,-3,?
COc1ccc2c(c1)c(C(=O)CN1CCc3ccccc3C1)c(C)n2C,0%,0%,44%,-3%,4%,-9%,1%,-22%,-2%,1,0%
CCc1ccc(-n2c(=O)c3ccccc3n(CC(=O)NCc3ccco3)c2=O)cc1,-6%,5%,26%,-5%,-3%,-13%,-2%,3%,9%,-1,-2%
CN1C(=O)[C@H]2[C@@H](C3CC3)N3C(=O)CN(Cc4ccc(-c5ccccc5)cc4)C(=O)[C@@]3(C)[C@H]2C1=O,-1%,1%,20%,-2%,·,3%,-2%,13%,2%,4,2%
CC1(C)NC(=O)N(CC(O)CN(Cc2ccccc2)Cc2ccccc2)C1=O (stereo not given),-8%,2%,22%,-4%,-12%,7%,1%,2%,-13%,83*,2%
COc1cc(/C=C2\SC(=O)N(CC(=O)Nc3cccc(C)c3)C2=O)cc([N+](=O)[O-])c1O,-4%,?,21%,2%,3%,0%,-8%,11%,3%,4,?
CCc1ccc2nc(NC(=O)c3ccc4c(=O)[nH]c(CN5CCOCC5)nc4c3)sc2c1,2%,12%,?,9%,?,6%,10%,?,23%,0,?
CCC(C)(C)n1nnnc1C(c1cccnc1)N1CCC(Cc2ccccc2)CC1 (stereo not given),4%,7%,-16%,0%,-4%,-3%,-4%,0%,-2%,14,1%
COc1ccc(C(=O)/C=C/Nc2ccc(NC(C)=O)cc2)cc1OC,5%,13%,11%,-5%,7%,-48%,-4%,18%,4%,0,?

Going on with the list:
mol,Tb PFK block,VP16 counter,RORgamma inh,Rab9 prom act,p53 reactivation,BRCA1 expr up,NPC1 promoter act,ELG1 DNA repair,ELG1 genotoxic,TRPV1 ag,FLuc counter
O=c1ccc(Cc2ccccn2)n[nH]1,-1%,-25%,18%,10%,-3%,6%,0%,12%,0%,-7,-1%
COC(=O)c1ccc(C23CC4(C2)[C@H](CN(CC2CCCCC2)[C@@H]4c2ccccc2)C3c2ccc(Cl)nc2)cc1 (stereo not given in full),4%,3%&-2%,4%&-3%,-10%,-2%,0%,-6%,1%,0%,3,1%
COc1ccccc1CN(C)C(=O)CNC(=O)c1cccc(Cl)c1,3%,-11%,1%,-4%,-2%,-2%,-6%,1%,-1%,2,3%
C=CCn1c(SCn2nnc3ccccc3c2=O)nnc1-c1ccc(Cl)cc1,3%,25%,1%,-4%,30%,1%,4%,22%,-5%,2,-3%
Cc1cc(C)c2c(N)c3cccc(C)c3nc2n1,6%,-23%,-21%,-36%[inhibitor],?,-85%,-24%,?,-10%,0,-13%
CCCCC(=O)NC(=S)Nc1cc(C(=O)O)ccc1Cl,?,-3%,4%,1%,4%,-4%,-4%,3%,-1%,4,4%
O=C(CSc1nnc(NC(=O)C2CCC2)s1)Nc1ccccc1,-21%,-10%,14%,1%,-1%,-31%,-6%,-18%,-5%,7,-4%
CNC(=O)COC(=O)c1ccc(NS(=O)(=O)c2ccc3c(c2)OCCO3)cc1,0%,-1%,20%,1%,-1%,-13%,0%,6%,-1%,1,-2%
Cc1ccc(-n2ncc(C(=O)NCc3ccc4c(c3)OCO4)c2NC(=O)c2ccco2)cc1C,1%,-12%,39%,-3%,-3%,-31%,4%,-13%,3%,-2,10%
O=c1cc(C(F)(F)F)[nH]c2ccccc12,-13%,-4%,20%,9%,-7%,-1%,-1%,?,-15%,-1,2%
O=C1CC(N2CCN(c3nc4ccccc4s3)CC2)C(=O)N1Cc1cccs1 (stereo not given),0%,-1%,?,-1%,3%,-10%,-2%,?,-14%,5,2%[2.3 µM]
Cc1nn(-c2ccc(C(=O)O)cc2)c(N)c1-c1ccccc1,0%,?,10µM*,?,?,?,?,?,?,-5,3µM*
O=C(Nc1ccc(Cl)cc1)N1CCN(Cc2ccc3c(c2)OCO3)CC1,3%,3%,1%,0%,-1%,-24%,-5%,-22%,-5%,?,4%

Compounds were not picked by outcome; about 15% have a hit in one of these screens.
